# PV pol inh = poliovirus RNA polymerase inhibition; poliovirus polymerase elongation, fluorescence polarization; hits give low values; 150,000 compounds, 0.66% hits; AID 588519; P03300; % elongation, % (compound at 16.7 µg/mL); in the data active = % elongation below about 90%; note: some results filed as inactive read as strong as hits
# Target sequence (P03300 1749-2209 limits assumed): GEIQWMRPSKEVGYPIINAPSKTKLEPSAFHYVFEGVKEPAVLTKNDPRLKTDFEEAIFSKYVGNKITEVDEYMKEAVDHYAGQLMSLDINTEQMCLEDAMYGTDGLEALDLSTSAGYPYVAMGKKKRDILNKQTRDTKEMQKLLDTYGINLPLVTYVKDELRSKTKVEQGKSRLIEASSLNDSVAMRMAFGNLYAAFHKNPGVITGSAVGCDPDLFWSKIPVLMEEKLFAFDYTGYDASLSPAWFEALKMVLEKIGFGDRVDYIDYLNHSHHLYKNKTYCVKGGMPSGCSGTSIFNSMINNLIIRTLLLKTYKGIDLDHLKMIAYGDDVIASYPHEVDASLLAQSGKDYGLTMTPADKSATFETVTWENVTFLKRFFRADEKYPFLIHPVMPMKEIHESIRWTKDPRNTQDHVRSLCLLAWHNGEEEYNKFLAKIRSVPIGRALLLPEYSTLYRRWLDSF
# PV pol inh FP z-score = recorded beside PV pol inh, whose call it bears; z-score; measured here: FP z-score; hits read low
# Numbers without * were called inactive.
SMILES,PV pol inh,PV pol inh FP z-score
COc1cc(C2CC(=O)N(c3ccccc3)C3=C2C(=O)OC3)cc(OC)c1OC (stereo unspecified),107,0.5
CN(CC(=O)Nc1ccccc1)CC(=O)Nc1ccc(F)cc1,102,-0.2
O=C1CSC(c2ccc(Cl)cc2)N1O (stereo unspecified),102,0
CCOc1ccc(NC(=O)CCOc2ccccc2)cc1,101,-0.3
CCOc1ccc(NC(=O)c2cc(S(=O)(=O)NC3CCCC3)ccc2F)cc1,107,-0.2
CCCCC12CN3CC(C)(CN(C1)C3c1ccc(OCc3ccccc3)cc1)C2=O (stereo unspecified),102,-1
CC(=O)Nc1ccc(Nc2ncnc3c2cnn3Cc2ccc(Cl)cc2)cc1,99,-0.9
CC(C)(C)C(=O)CSc1nncc2ccccc12,93,-3.8
CC(CC(=O)NN)C1(O)CCCCC1 (stereo unspecified),98,-0.2
CCCNc1nc(NCc2ccccc2OC)c2cnn(C)c2n1,107,0.3
Cc1ccc2c(c1)cc1c(=O)n(Cc3cccc(Cl)c3)nc(C)n12,111,0.8
CC1CCN(c2nc3c(-c4cccc(Br)c4)nnn3c3ccccc23)CC1,106,0.5
FC(F)Sc1ccc(N=C=S)cc1,102,-0.1
NC(=O)Nc1ccc(C(=O)O)cc1,102,0
CC(C)C1C(C#N)=C(N)Oc2n[nH]c(-c3ccccc3)c21 (stereo unspecified),103,0.2

# Pulled by structure from the list above, seven records:
SMILES,PV pol inh,PV pol inh FP z-score
CC(CC(=O)NN)C1(O)CCCCC1 (stereo unspecified),98,-0.2
CN(CC(=O)Nc1ccccc1)CC(=O)Nc1ccc(F)cc1,102,-0.2
CC1CCN(c2nc3c(-c4cccc(Br)c4)nnn3c3ccccc23)CC1,106,0.5
FC(F)Sc1ccc(N=C=S)cc1,102,-0.1
CC(C)(C)C(=O)CSc1nncc2ccccc12,93,-3.8
CC(C)C1C(C#N)=C(N)Oc2n[nH]c(-c3ccccc3)c21 (stereo unspecified),103,0.2
NC(=O)Nc1ccc(C(=O)O)cc1,102,0

# Next entries:
SMILES,PV pol inh,PV pol inh FP z-score
Cn1cccc1-c1cc2n(n1)CCC(=O)N2CC(=O)Nc1ccc(F)cc1Cl,110,1
O=C(OCC(=O)c1ccc[nH]1)c1ccccc1,102,0
O=C(CSc1nc2sc3c(c2c(=O)n1Cc1ccco1)CCC3)c1cccs1,103,0.3
Cn1c(=O)[nH]c(=O)c2[nH]c(Br)nc21,99,-0.5
O=C(COc1ccccc1F)Nc1ccc(OCc2cc(=O)n3ccccc3n2)cc1,98,-1.7
CC(=O)Oc1ccc2c(c1)CCC1C2CC[C@@]2(C)C1CC[C@@H]2OC(C)=O (stereo partly specified),102,0.6
O=C(CSc1nnc2ccccn12)NCC(=O)Nc1ccc(F)cc1,108,-0.2
Cc1cc(C)c(S(=O)(=O)NCc2ccc(C(=O)NCCc3ccc(Cl)cc3)cc2)c(C)c1,103,0.3
Cc1ccc(Cl)cc1N1CCN(Cc2nnc(-c3ccc4c(c3)OCO4)o2)CC1,108,0.8
Cc1ccc(C(CC(=O)Nc2cc(C)cc(C)c2)N2Cc3ccccc3C2=O)cc1 (stereo unspecified),103,-0.8
CSc1nc2ccccc2n1CC(=O)N(C)C1CCCCC1,101,-0.1
CSc1ncccc1C(=O)NCc1ccccc1C(F)(F)F,99,-1.4
CCOc1ccccc1NC(=O)CSC1=Nc2ccccc2C2=NC(CC(=O)NC3CCCCC3)C(=O)N12 (stereo unspecified),115,0.7
COc1ccc(Cl)cc1C(=O)NCCS(=O)(=O)N1CCN(c2ccccc2OC)CC1,106,-0.1
Cc1ccc2c(CN(Cc3cccs3)C(C)C)cc(=O)oc2c1,102,0
CC(=O)Oc1ccc2occ(C(=O)c3cc4ccccc4o3)c2c1,103,0
CCC(NC(=O)c1ccc(C#CC2(O)CCCCC2)cc1)C(=O)O (stereo unspecified),103,1.7
c1cc2c3c(cccc3c1)NC(c1ccncc1)N2,103,-0.1
Cc1cc(CNCc2ccc(CN3CCOCC3)cc2)c(C)n1-c1ccnn1C(C)C,93,-1.1
CC(C)N1C(=O)C2C3C=CC(O3)C2C1=O (stereo unspecified),101,0.5
CC(C#N)Sc1nnc(-c2nn(Cc3ccccc3)c(=O)c3ccccc23)o1 (stereo unspecified),106,0.2
Cc1nn(CC(=O)O)c(C)c1C,103,0.6
COc1cccc(CNC(=O)CN2C(=O)CSc3ccc(S(=O)(=O)N4CCCC4)cc32)c1,119,0.4
N#Cc1ccccc1COc1ncnc2c1cnn2-c1ccccc1,106,0.5
CCOc1cccc(C2c3c(oc4ccc(F)cc4c3=O)C(=O)N2CCOC)c1 (stereo unspecified),104,-0.1
COc1ccc(CCNC(=O)CCc2cn(Cc3ccc(F)cc3)c3ccccc23)cc1OC,110,0.6
CCCN(CCC)c1nc(N2CCCCC2)c2nc(N(CCC)CCC)nc(N3CCCCC3)c2n1,83,-6.7
COc1ccc(C(=O)CSc2n[nH]c(=O)[nH]c2=O)cc1,96,-0.7
Cc1ccc(-n2nnnc2CNC(=O)C2CC(=O)N(c3ccccc3)C2)cc1C (stereo unspecified),104,-1
O=C(CSc1ccccn1)Nc1ccc2ccccc2c1,100,-0.3

# One compound at a time (already shown):
# Results for `COc1cccc(CNC(=O)CN2C(=O)CSc3ccc(S(=O)(=O)N4CCCC4)cc32)c1` : PV pol inh: 119; PV pol inh FP z-score: 0.4
# Results for `O=C1CSC(c2ccc(Cl)cc2)N1O` (stereo unspecified) : PV pol inh: 102; PV pol inh FP z-score: 0
# Results for `CC(C#N)Sc1nnc(-c2nn(Cc3ccccc3)c(=O)c3ccccc23)o1` (stereo unspecified) : PV pol inh: 106; PV pol inh FP z-score: 0.2

# The listing continues.
SMILES,PV pol inh,PV pol inh FP z-score
CCCn1c2ccccc2c2cnn(CC(=O)N(CC)CC)c(=O)c21,103,0.4
CCOc1ccc(-c2csc(-c3nc(-c4ccc(Br)s4)cs3)n2)cc1,109,0.9
N#CC1C(N)=Nn2c(nnc2C(F)(F)F)SC12C(=O)Nc1ccccc12 (stereo unspecified),94,-0.8
COc1ccccc1OCc1ccc(C(=O)Nc2ccc(C)c(C)c2)o1,99,-0.6
COc1cc(NC(=O)CN2Cc3ccccc3C2=O)cc(OC)c1OC,100,-1.8
OC1(C(F)(F)F)CSC(Cc2ccccc2)=N1 (stereo unspecified),103,0.5
COc1cc(C)ccc1OCCSc1nnc(-c2ccc(C)cc2)o1,96,-0.8
O=C(NC(=O)C12CC3CC(CC(C3)C1)C2)Nc1ccc(Cl)cc1,105,0.2
O=C(/C=C/c1cccs1)Nc1ccccc1,98,-0.7
O=C1/C(=C\c2ccco2)N2CCC1CC2,97,-0.8
CC(C)(C)OC(=O)N1CCC(c2c(C(=O)N3CCCCC3)cnn2-c2cccc(F)c2)CC1,102,-0.7
CCOc1ccccc1NC(=O)N1CCCC(c2nnc(SC)n2C)C1 (stereo unspecified),99,-0.9
CC(C)c1c(CN(C)C(C)Cc2ccccc2)n(C)n(-c2ccccc2)c1=O (stereo unspecified),101,0.2
O=C(NCCc1csc(-c2cccc(F)c2)n1)c1ccco1,105,-0.3
COc1ccc2sc(N(Cc3cccnc3)C(=O)c3ccc4c(c3)OCCO4)nc2c1,99,-2.1
CCOC(=O)c1cccc(NC(=O)CCC(=O)N2CC(C)Oc3ccc(C)cc32)c1 (stereo unspecified),104,-0.8
Nc1ccc(CCC(=O)N2CCCC2)cc1,99,-1.1
NS(=O)(=O)c1ccc(CCNC(=O)c2c(-n3cccc3)sc3c2CCCC3)cc1,107,0.7
COc1cccc2c(=O)c(C(=O)NCc3cccs3)c[nH]c12,100,-0.9
O=C(O)CN1C(=O)c2cccc3c(Cl)cc(Cl)c1c23,101,-0.1
CC(C)NC(=O)c1ccc2c(=O)n(Cc3ccco3)c(=S)[nH]c2c1,104,0.4
CCOC(=O)Cc1c(C)nc2cc(-c3ccc(C(C)(C)C)cc3)nn2c1C,108,1
Fc1ccc(COc2cn(-c3ccccc3)nn2)cc1,101,-0.4
Cc1ccccc1CSc1ncc(Cl)c(C(=O)NCc2ccccc2)n1,105,-0.4
Cc1cc(C=C2C(=O)OC(C)(C(C)(C)C)OC2=O)c(C)n1-c1ccccc1 (stereo unspecified),101,-0.5
FC(F)(F)c1cccc(NCc2cn3ccccc3n2)c1,107,0.4
Cc1ccccc1-c1noc(-c2nnn(-c3ccccc3C)c2N)n1,121,0.6
CC1CCC(NC(=O)c2ccc3c(c2)N(Cc2cccc(F)c2)C(=O)c2ccccc2S3)CC1 (stereo unspecified),106,0.1
C=CCSC1=C(C#N)C(c2ccc(C)cc2)C(C(=O)OC)C(=O)N1 (stereo unspecified),103,0.3
CC(Oc1ccc(Oc2ccccc2)cc1)C(=O)NC1CC1 (stereo unspecified),104,0.1
O=C(O)c1cccc(OCCN2CCCC2=O)c1,102,0.1
COC(OC)c1ccc(C#N)c(SCc2ccc(Cl)cc2)n1,100,-1
COc1ccc(-n2cc(C(=O)NCc3cccc(OC)c3)c3ccccc3c2=O)cc1,102,-1
C=CCN(CC=C)S(=O)(=O)c1ccc(NC(=O)C2CCCCC2C(=O)O)cc1 (stereo unspecified),99,-1.1
CN1c2ccc(Cl)cc2C(=O)NC1c1ccc(C#N)cc1 (stereo unspecified),109,0.6
O=C(NC1CCCCC1)c1ccc(CSc2nc3ccncc3n2Cc2ccccc2)cc1,105,-0.3
Cc1ccc(C(=O)C2CCN(C(=O)Cc3ccccc3)CC2)cc1,100,-0.5
Cc1noc(C)c1CSc1nc(-c2ccccc2)cs1,103,0.1
O=S(=O)(NC1CCCCC1)c1cc(Cl)ccc1Cl,101,-0.2
O=C(N/N=C/c1ccccc1O)C1SCCCS1,108,0.9
CC(=O)OCc1ccc(COC(C)=O)c(OC(C)=O)c1OC(C)=O,102,0.2
COC(=O)c1cc(S(=O)(=O)NCc2csc(-c3cccs3)n2)oc1C,102,0.2
CCOC(=O)c1cc(-c2ccc(S(=O)(=O)NCCN3CCC(C)CC3)s2)on1,100,-0.5
CC(=O)Nc1cccc(C(=O)N2CCN(Cc3ccc4c(c3)OCO4)CC2)c1,103,0.5
O=C(CCCn1ncn2c(cc3occc32)c1=O)N1CCc2ccccc2C1,101,-0.4
CC(=O)Nc1ccc2nc3c(=O)[nH]c(=O)[nH]c3nc2c1,66,-8
O=C(Cc1nc2ccccc2[nH]1)NCc1ccco1,102,0.4
CC(C)n1cnc2cc(NC(=O)c3ccco3)ccc21,103,0.5
O=C(CN1CCCc2ccccc21)N1CCCC1c1ccc2c(c1)OCCCO2 (stereo unspecified),103,0
CC(C)(C)OC(=O)N1CCN(c2ccc(NC(=O)c3cc4ccccc4oc3=O)cc2)CC1,100,0
CC(C(=O)NCc1ccc(Cl)cc1)n1ccc2cc(S(=O)(=O)N3CCCC3)ccc21 (stereo unspecified),106,-0.3
COCc1nc(OC)c2c(C)c(C(=O)O)sc2n1,105,0.3
Cc1ccc2nc(/N=C/c3ccc(Cl)cc3Cl)sc2c1,102,0.1
COc1ccccc1CNC(=O)c1cc2sc(Cl)cc2n1C,99,-0.8
CCOc1ccccc1Nc1sc(C(=O)c2ccc(Cl)cc2)c(N)c1C(=O)NCCc1ccccc1,113,1.2
CCOC(=O)C1CCN(c2ncnc3c2cnn3-c2ccccc2)CC1,106,0.4
CCOc1ccc(NC(=O)CN(C)c2ccc(S(=O)(=O)N3CCN(C)CC3)cn2)cc1OCC,104,0.4
Cc1csc(=O)n1CCN(C)CC(=O)Nc1ccc(Cl)c(C(F)(F)F)c1,106,0.5
O=C(CN1CCN(c2ccc(S(=O)(=O)N3CCCC3)cn2)CC1)Nc1ccc(Cl)c(C(F)(F)F)c1,97,-0.8
CCOc1ccc2nc(N3CCCC(C(=O)NCc4ccccc4Cl)C3)sc2c1 (stereo unspecified),108,0.6
# The results go on:
SMILES,PV pol inh,PV pol inh FP z-score
FC(F)(F)c1cccc(NN=C2C3CC4CC(C3)CC2C4)n1,101,-0.1
O=C(Nc1cc(C(F)(F)F)ccc1N1CCCCC1)c1cc[n+]([O-])cc1,104,0.4
Cc1cc(Br)ccc1NC(=O)CN1C(=O)c2cccnc2Sc2ccccc21,109,0.6
C#CCN1CCCC2(CCOC(C)(CC)C2)C1 (stereo unspecified),100,-0.5
Cc1nc2ccc(NC(=O)C3CCCCC3)cc2c(=O)n1Cc1ccccc1,101,0
COCCCNc1nc2c(S(=O)(=O)c3ccc(C)c(C)c3)nnn2c2ccc(Cl)cc12,108,1.1
O=S(=O)(NC1c2ccccc2Oc2ccccc21)c1cccs1,103,-0.1
Cc1cc2occ(CC(=O)OCc3cc(=O)n4c(n3)sc3ccccc34)c2cc1C,105,0.3
CCOC(=O)c1cc(-c2ccccc2)n(CC(=O)NC2CCC(C)CC2)c1C (stereo unspecified),105,0.2
CCCCNC(=O)c1[nH]c2ccccc2c1Sc1ccc(C)cc1,112,0.9
CN(CCCC(=O)O)c1nc(-c2ccc(F)cc2)cs1,101,-0.2
COC(=O)c1ccc(C)c(NS(=O)(=O)c2ccc3c(c2)c(=O)sn3C)c1,101,-0.1
COc1cccc(-c2nc3c(c(SCc4ccccc4)n2)Cc2c(CO)cnc(C)c2O3)c1,112,1.1
COc1ccc(NC(=O)CN(c2ccccc2OC)S(C)(=O)=O)c(OC)c1,106,0.5
CCCOC(=O)c1ccc(Nc2nc3ccccc3nc2-n2nc(C)cc2C)cc1,112,1.8
COc1cc(S(=O)(=O)N2CCOCC2)ccc1NC(=O)COC(C)=O,104,0
CC(C)(C)OC(=O)N1CCC(c2c(C(=O)NCCN3CCc4ccccc4C3)cnn2-c2ccc(F)cc2)CC1,105,-0.1
O=C(c1ccc(C23CC4CC(CC(C4)C2)C3)o1)N1CCOCC1,101,0.1

# Reformatted: three of the compounds above.
Compound | PV pol inh | PV pol inh FP z-score
CN(CCCC(=O)O)c1nc(-c2ccc(F)cc2)cs1 | 101 | -0.2
COc1ccc(NC(=O)CN(c2ccccc2OC)S(C)(=O)=O)c(OC)c1 | 106 | 0.5
O=C(Nc1cc(C(F)(F)F)ccc1N1CCCCC1)c1cc[n+]([O-])cc1 | 104 | 0.4

# High-throughput results deposited in PubChem by ICCB-Longwood Screening Facility, Harvard Medical School.

# This is a subset, so the mix of outcomes need not match the whole.
